From PubChem BioAssay
Tn7 DDE FP: inhibitors of Tn7 peptide binding to human fibrin DD(E) | inhibition, % at 8.3 µM | FP displacement of FITC-Tn7 peptide from fibrin DD(E); 0% = median of compound wells per plate | P02675 | 0.13% of 370,000 active;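 active means inhibition above the mean of compounds falling within the control limits plus 3 SD of them, cut at about 14% in these data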;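 further: 0% = plate median of compound wells and 100% = 10 µM Aha-Tn7 peptide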
Target sequence (P02675 whole entry, looked up): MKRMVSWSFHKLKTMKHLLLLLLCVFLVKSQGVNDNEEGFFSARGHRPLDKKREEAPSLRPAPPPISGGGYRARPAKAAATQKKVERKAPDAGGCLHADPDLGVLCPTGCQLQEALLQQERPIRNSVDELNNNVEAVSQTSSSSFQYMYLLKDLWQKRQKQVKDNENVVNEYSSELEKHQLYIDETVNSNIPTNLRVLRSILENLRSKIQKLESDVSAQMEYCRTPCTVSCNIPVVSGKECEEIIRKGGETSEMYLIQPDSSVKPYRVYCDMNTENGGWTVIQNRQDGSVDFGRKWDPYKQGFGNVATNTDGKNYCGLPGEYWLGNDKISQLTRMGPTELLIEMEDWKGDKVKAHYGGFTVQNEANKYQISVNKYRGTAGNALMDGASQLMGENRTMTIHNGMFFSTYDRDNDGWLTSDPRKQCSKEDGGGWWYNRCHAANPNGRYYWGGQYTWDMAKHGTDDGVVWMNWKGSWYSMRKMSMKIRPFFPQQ
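Assay system: Human fibrin DD(E) protein | Medium: Tris buffer with calcium and detergent, pH 7.8 | Reagent: 0.1 µM fluorescent Tn7 | Compound dosing: Single point at 8.3 µM | Times: 10 min preincubation, 3 h with tracer, room temperature | Detection: Fluorescence polarization of the labelled Tn7 tracer | Controls: Aha-Tn7 high control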
proKLK7 act: proKLK7 (human) activation, primary screen; P49862; purified proKLK7, EDANS-DABCYL substrate fluorescence; 100% is mature enzyme control, 0% vehicle; 0.9% of 370,000 active; activation, % at 7 µM;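 active means activation above the mean of all tested compounds plus 3 SD, computed per campaign excluding outliers beyond control limits, cut at about 13% in these data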
DDE Tn6 FP inh: inhibitors of Tn6 peptide binding to human fibrin DD(E) | P02675 | Fibrin DD(E) TRITC-Tn6 fluorescence polarization displacement | inhibition, % at 8.3 µM | 0.21% of 370,000 active | AID 720509;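 active means inhibition above a per-campaign cutoff: mean of compounds within control limits plus 3 SD, cut at about 15% in these data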;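 further: 0% = median of all compound wells on the plate and 100% = blocking peptide control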
Rev-erbA mod: modulators of human Rev-erb alpha DNA binding | Rev-erbα–FITC-DNA binding, fluorescence polarization, 90 min | AID 1259318 | activity, % at 10 µM | 0.79% of 370,000 active;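 active means activity above about 14%, limit read from the data; passing the limit was not always enough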;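 further: 0% = DMSO wells with 35 nM protein and 100% = DMSO wells with 750 nM protein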
sPLA2-III inh: Inhibits HGIII-sPLA2 liposome hydrolysis, primary screen. AID 743126. inhibition, % at 12.2 µM. QFRET BODIPY PC-A2 liposome hydrolysis, fluorescence. 0.56% of 370,000 active;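 active means inhibition above mean plus 3 SD of compounds lying within the high and low control bounds, cut at about 19% in these data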;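 further: 0% = median of test compound wells and 100% = no enzyme DMSO wells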
Target sequence (Q9NZ20 whole entry, looked up): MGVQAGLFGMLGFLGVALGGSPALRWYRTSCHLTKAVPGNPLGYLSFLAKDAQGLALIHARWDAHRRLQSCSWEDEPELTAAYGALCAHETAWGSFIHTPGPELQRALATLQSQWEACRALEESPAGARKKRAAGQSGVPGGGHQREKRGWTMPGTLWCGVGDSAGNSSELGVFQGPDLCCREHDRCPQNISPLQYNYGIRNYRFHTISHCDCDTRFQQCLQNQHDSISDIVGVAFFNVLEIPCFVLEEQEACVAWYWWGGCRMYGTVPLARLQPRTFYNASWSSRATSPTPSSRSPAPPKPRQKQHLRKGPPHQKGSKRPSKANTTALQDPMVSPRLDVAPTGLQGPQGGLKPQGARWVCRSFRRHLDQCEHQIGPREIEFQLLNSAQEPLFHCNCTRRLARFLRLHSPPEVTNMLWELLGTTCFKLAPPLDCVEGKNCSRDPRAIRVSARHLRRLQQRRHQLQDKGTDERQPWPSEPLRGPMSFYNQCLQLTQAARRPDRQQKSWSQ
PLC-beta3 inh: inhibitors of human phospholipase C beta3; Purified PLC-beta3, fluorogenic substrate, fluorescence; inhibition, % at 12.2 µM; 0.18% of 370,000 active; AID 720704; in the data active means inhibition above about 11%;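 further: 0% = median of compound wells on plate and 100% = full blocker control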
ASAP1 inh: inhibitors of human ASAP1 ArfGAP activity; inhibition, % at 16.5 µM; 0.19% of 360,000 active; ASAP1-stimulated ARF1 GTP hydrolysis, GDP FP detection; AID 624377; in the data active means inhibition above about 25%;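 further: 0% = vehicle with enzyme and substrate and 100% = no enzyme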
ARFGAP1 inhibitor: inhibits rat ARF GTPase activating protein 1. Q62848. Arfgap1-stimulated ARF1 GTP hydrolysis, GDP FP detection. inhibition, % at 16.5 µM. 0.26% of 360,000 active;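 active means inhibition above a per-plate limit, mean inhibition of low control wells plus 3 SD, cut at about 25% in these data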;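 further: 0% = DMSO wells with enzyme and 100% = wells lacking Arfgap1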
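Assay system: Rat Arfgap1 GAP domain (His6, aa 1-136), purified enzyme | Buffer or medium: HEPES 25 mM pH 7.5, NaCl 150 mM, MgCl2, DTT | Schedule: GTP hydrolysis reaction 2 h at 25 °C | Signal: FP of antibody-bound GDP Alexa 633 tracer, ex 620/em 688 nm | Measure: Percent inhibition of Arfgap1-stimulated GTP hydrolysis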
UHRF1 MBD2 ctr: blocks human UHRF1 binding to methylated DNA; UHRF1 binding to methylated oligo, TR-FRET; inhibition, % at 4.4 µM; 0.75% of 370,000 active; in the data active means inhibition above about 21%;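 further: UHRF1 SRA domain binding a hemimethylated CpG hairpin DNA probe; 0% = median of test compound wells and 100% = reference inhibitor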
PLCg1 inh: blocks human PLC-gamma1 enzyme activity; purified PLC-gamma1, fluorogenic substrate, fluorescence; inhibition, % at 12.2 µM; 0.84% of 370,000 active; AID 720700; in the data active means inhibition above about 9.5%
Starred values were filed as active, the others as inactive; . = no result given.

SMILES | Tn7 DDE FP | proKLK7 act | DDE Tn6 FP inh | Rev-erbA mod | sPLA2-III inh | PLC-beta3 inh | ASAP1 inh | ARFGAP1 inhibitor | UHRF1 MBD2 ctr | PLCg1 inh
O=S1(=O)C[C@@H](N2CCC[C@@H]2CO)[C@H](COCc2ccccc2)N1 | 0 | -0.6 | 3 | 1 | 1 | -6 | 23 | -1 | 0 | -5
N=c1c2c(-c3ccccc3)c(-c3ccccc3)n(CCc3ccccc3)c2ncn1CCO | 3 | 0.4 | -4 | -2 | -6 | -10 | . | . | 0 | -2
CS(=O)(=O)N(CC(=O)NCCSC1CCCCC1)c1cccc(F)c1 | 8 | 0.4 | -6 | 0 | 0 | 3 | -14 | -1 | -2 | 5
COc1cc(OC)cc(-c2c(-c3cccs3)c3cc(-c4ccc(C(N)=O)cc4)ccc3n2C)c1 | -2 | -0.6 | 1 | -7 | 4 | -33 | 6 | 5 | -2 | -21
CCOc1cc2[nH]c(=O)n(CCCN3CCN(c4ccc(OC)cc4)CC3)c(=O)c2cc1OCC | -9 | -0.1 | -5 | -5 | -2 | -4 | 12 | 7 | 20 | -1
CCOC(=O)c1ccc(NC(=O)CCc2nc(-c3ccc(C)cc3)no2)cc1 | 1 | 0.2 | 0 | 1 | -4 | 5 | 9 | 3 | 1 | 2
Cc1cc(C)c(NC(=O)COC(=O)C23CC4CC(CC(O)(C4)C2)C3)c(Cl)c1 | 8 | -0.3 | -11 | -8 | 1 | -2 | -8 | -4 | 8 | 5
CC1(C)OC(=O)C2=C(CC(CCc3ccccc3)OC2CCc2ccccc2)O1 (stereo unspecified) | 6 | -0.5 | 4 | 2 | -4 | -4 | -2 | 7 | 21* | 0
Cc1ccc(C2C(C#N)=C(N)Oc3c2oc(CO)cc3=O)o1 (stereo unspecified) | 4 | 1.1 | 6 | 3 | -1 | -14 | 16 | -2 | -1 | -13
CC(=O)c1c(C(C)=O)c(C)n(-c2nc(-c3ccc(C)c(C)c3)c(C)s2)c1C | 8 | -0.3 | 2 | -4 | -1 | 2 | -1 | 4 | 2 | 0
Cc1cc(C)nc(NCc2ccc(Cl)cc2)n1 | -4 | 0.4 | 5 | 5 | -5 | -8 | -12 | -6 | -1 | -2
O=C(OCc1cc2ccccc2[nH]c1=O)c1ccccc1 | -1 | -0.2 | 2 | -1 | -8 | 2 | 0 | 11 | -1 | -1
C/C(=N\N1CCN(C2c3ccccc3-c3ccccc32)CC1)c1ccncc1 | -7 | -0.2 | -6 | -1 | 3 | 3 | 22 | 11 | -4 | 3
CCOc1ccc(NC(=O)c2ccc(CNc3c(NC4CCCCC4)c(=O)c3=O)cc2)cc1 | 2 | 0.3 | 2 | -16 | 3 | 10 | 2 | -11 | -1 | 5
CN(C)c1ncc(S(=O)(=O)c2ccccc2)c(=O)[nH]1 | 3 | -0.3 | -3 | 6 | 6 | -7 | -12 | 3 | 0 | 0
Cc1ccc(-c2c(C)nn3c(N4CCOCC4)cc(C)nc23)cc1 | 4 | -0.3 | 4 | -10 | 3 | -18 | 8 | 13 | -1 | -13
CC1=C(C(=O)Nc2ccccc2C(=O)NC2CCCCC2)SCCO1 | 11 | 0.4 | 0 | 2 | 7 | -6 | -8 | -7 | -2 | 1
O=[N+]([O-])c1cc(-c2cccnc2)n[nH]1 | -9 | -0.4 | -8 | -3 | -8 | -1 | 7 | -1 | 4 | -3
COc1ccc(C(=O)NCCN2CCOCC2)c(OC)c1OC | -1 | 0.4 | 2 | 1 | 2 | -2 | 3 | -15 | -1 | 4
CN1C(=O)CC(N2CCC(c3nc4ccccc4[nH]3)CC2)C1=O (stereo unspecified) | -2 | 0.3 | -2 | 0 | 5 | 4 | 7 | 8 | -2 | -1
CCN(CC)S(=O)(=O)c1ccc(S(=O)(=O)N2CCCC2)cc1 | 1 | -0.5 | 3 | -4 | -2 | 0 | -1 | 4 | -2 | 1
COC1CCCCC1NS(=O)(=O)c1ccc(Cl)cc1 (stereo unspecified) | -1 | 0.5 | 5 | 1 | 5 | 6 | -5 | 3 | 4 | 6
Clc1cccc(Cl)c1Cn1cnc(=NCc2ccco2)c2[nH]cnc21 | 2 | 0.5 | -3 | 2 | 4 | -1 | -1 | 1 | 2 | -2
C#CCNC(=O)C[C@@H]1C[C@@]2(C(=O)OC)CC(C)(C)CC=C2N(Cc2cccc3ccccc23)C1=O | -2 | 0.0 | -1 | 0 | -8 | 3 | 0 | 2 | -1 | 3
COc1ccc2oc(=O)cc(-c3cc4cccc(OC)c4o3)c2c1 | -1 | -0.2 | 0 | -2 | 1 | -16 | -5 | -7 | 0 | -8
Cc1nn(CC(=O)NCCCN2CCCCC2)c(=O)c2cc(-c3ccccc3)nn12 | 3 | -0.5 | -4 | 2 | 6 | 4 | -3 | 5 | -3 | 2
COc1ccc(NC(=O)CC(NC(C)c2ccccc2)C(=O)O)cc1 (stereo unspecified) | 8 | -0.6 | 9 | 0 | 5 | -5 | -2 | 11 | 0 | -3
C=CCN1C(=O)/C(=C2/Sc3ccc(OC)cc3N2C)SC1=Nc1cccc(O)c1 | 2 | -0.5 | -7 | 16* | 5 | -2 | -6 | 7 | 0 | -2
CC(C)CC(=O)Nc1nnn(C)n1 | -3 | -0.1 | -3 | 1 | 4 | 0 | -2 | 0 | 1 | 5
CCCCn1c(N)c(N(CCOC)C(=O)c2ccc3c(c2)OCCO3)c(=O)[nH]c1=O | 1 | 0.5 | 3 | 6 | 7 | -1 | -13 | -16 | -1 | 0

A draw from above in order of molar mass, falling.
SMILES | Tn7 DDE FP | proKLK7 act | DDE Tn6 FP inh | Rev-erbA mod | sPLA2-III inh | PLC-beta3 inh | ASAP1 inh | ARFGAP1 inhibitor | UHRF1 MBD2 ctr | PLCg1 inh
C#CCNC(=O)C[C@@H]1C[C@@]2(C(=O)OC)CC(C)(C)CC=C2N(Cc2cccc3ccccc23)C1=O | -2 | 0.0 | -1 | 0 | -8 | 3 | 0 | 2 | -1 | 3
C=CCN1C(=O)/C(=C2/Sc3ccc(OC)cc3N2C)SC1=Nc1cccc(O)c1 | 2 | -0.5 | -7 | 16* | 5 | -2 | -6 | 7 | 0 | -2
Cc1nn(CC(=O)NCCCN2CCCCC2)c(=O)c2cc(-c3ccccc3)nn12 | 3 | -0.5 | -4 | 2 | 6 | 4 | -3 | 5 | -3 | 2
Cc1cc(C)c(NC(=O)COC(=O)C23CC4CC(CC(O)(C4)C2)C3)c(Cl)c1 | 8 | -0.3 | -11 | -8 | 1 | -2 | -8 | -4 | 8 | 5
CCOC(=O)c1ccc(NC(=O)CCc2nc(-c3ccc(C)cc3)no2)cc1 | 1 | 0.2 | 0 | 1 | -4 | 5 | 9 | 3 | 1 | 2
CCN(CC)S(=O)(=O)c1ccc(S(=O)(=O)N2CCCC2)cc1 | 1 | -0.5 | 3 | -4 | -2 | 0 | -1 | 4 | -2 | 1
COc1ccc(NC(=O)CC(NC(C)c2ccccc2)C(=O)O)cc1 (stereo unspecified) | 8 | -0.6 | 9 | 0 | 5 | -5 | -2 | 11 | 0 | -3
O=C(OCc1cc2ccccc2[nH]c1=O)c1ccccc1 | -1 | -0.2 | 2 | -1 | -8 | 2 | 0 | 11 | -1 | -1
Cc1cc(C)nc(NCc2ccc(Cl)cc2)n1 | -4 | 0.4 | 5 | 5 | -5 | -8 | -12 | -6 | -1 | -2

Carrying on:
SMILES | Tn7 DDE FP | proKLK7 act | DDE Tn6 FP inh | Rev-erbA mod | sPLA2-III inh | PLC-beta3 inh | ASAP1 inh | ARFGAP1 inhibitor | UHRF1 MBD2 ctr | PLCg1 inh
COc1cc(/C=N/NC(=O)c2sc(N)c(C#N)c2C)cc(Br)c1O | -3 | 0.7 | -11 | 5 | -1 | -90 | 11 | 12 | 0 | -66
COc1ccc(CNC(=O)CCCNC(=O)c2ccc(Cl)cc2)cc1OC | -2 | 0.5 | 5 | 1 | -1 | -2 | -8 | 5 | 4 | 1
CC1CCN(C(=O)COC(=O)c2ccccc2C(=O)c2ccccc2)CC1 | -2 | 0.4 | 2 | 3 | 12 | -3 | 4 | 17 | -1 | -1
CC(C)=CCC/C(C)=C/C(=O)O | -5 | -1.1 | 0 | -7 | 6 | -2 | 9 | -2 | 1 | 2
COc1ccc(N2CCN(C(=O)Cc3ccc(OC)c(OC)c3)CC2)cc1 | 1 | 0.0 | -1 | -1 | 11 | -6 | -12 | 10 | 4 | -4
O=C(OCC(=O)N1CCCc2ccccc21)c1ccc(F)c(S(=O)(=O)N2CCOCC2)c1 | 6 | -0.2 | 1 | -3 | 7 | -1 | -6 | 1 | -1 | -2
CCC(C(=O)NC1CCCCCC1)n1nc(C)c2c(C)n(-c3ccccc3)nc2c1=O (stereo unspecified) | 3 | 0.5 | 2 | -3 | 10 | 2 | 14 | 5 | -1 | 1
O=C(CCCN1C(=O)c2ccccc2C1=O)Nc1nccs1 | 2 | 0.7 | 9 | -3 | -1 | 2 | -10 | 5 | -2 | 14*
COc1cccc(C(=O)n2ccc(-c3cccs3)n2)c1 | -1 | 0.1 | 8 | 5 | 0 | 0 | 1 | 3 | -2 | 2
CCC(=O)N1CCN(c2cc(NCC3CCCO3)c(F)cc2[N+](=O)[O-])CC1 (stereo unspecified) | 4 | -0.6 | -8 | 5 | 8 | -6 | -3 | 3 | -6 | 7
Cc1ccccc1CSc1nnc(C)n1N | -5 | 0.2 | 1 | 0 | 8 | 2 | 8 | 6 | 2 | 1
COc1ccc(CC(=O)N2CCCC(C)C2)cc1 (stereo unspecified) | 4 | 0.2 | -3 | 5 | 0 | -4 | 0 | 0 | 0 | -7
CC1CN(C(C)C)C(=S)NC1=O (stereo unspecified) | 4 | 0.1 | -1 | 0 | 2 | 4 | -13 | -6 | 0 | -2
CCOC(=O)Cn1c(=O)c2c(nc(Br)n2Cc2ccccc2Cl)n(C)c1=O | -4 | -0.2 | -7 | 8 | 1 | 3 | -8 | -8 | 0 | 1
O=C(OCC(=O)N1CCN(C(=O)c2ccco2)CC1)c1cc(=O)c2ccccc2o1 | 5 | 0.9 | 0 | 2 | 5 | -1 | 4 | 6 | 1 | 0
COc1ccc(N2CCN(CCCNC(=O)CCc3cccc(Cl)c3)CC2)cc1 | -4 | -0.3 | 3 | -2 | -1 | 2 | . | . | 2 | -2
CN(C)C(=O)N1CCCC(C(=O)NCc2ccc(F)cc2Cl)C1 (stereo unspecified) | 7 | -0.1 | -5 | -1 | 5 | -1 | -10 | -1 | 1 | 7
COC(=O)c1ccc(C(C(=O)NC2CCCCC2)N(Cc2ccccc2)C(=O)Cc2cccs2)cc1 (stereo unspecified) | -2 | -0.1 | 5 | 1 | 0 | 3 | -9 | -6 | 0 | 1
O=C(NCc1ccccc1)C1COc2ccccc2O1 (stereo unspecified) | 1 | -1.0 | -3 | 0 | 8 | 10 | 1 | 8 | 2 | 9.8*
O=C(/C=C/c1cccs1)Nc1cccc(NC(=O)/C=C/c2cccs2)n1 | 3 | -93 | 3 | 3 | 6 | -218 | 3 | 8 | 3 | -194
